Screening results from PubChem.
MEX-5 binding – C. elegans MEX-5 TCR-2 RNA binding activity | MEX-5/FITC-TCR2 RNA binding, fluorescence polarization; active compounds read low | actives 0.38% (n = 300,000) | AID 1832 | activity score (negative = inhibition of binding), % at 10 µM | Q9XUB2;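 active = inhibition past about -25% in most replicates, and total fluorescence under double the plate's negative control median, limit read from the data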;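 note: 0% = DMSO and -100% = 5 µM competing unlabeled TCR2 RNA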
Target sequence (Q9XUB2 whole entry, looked up): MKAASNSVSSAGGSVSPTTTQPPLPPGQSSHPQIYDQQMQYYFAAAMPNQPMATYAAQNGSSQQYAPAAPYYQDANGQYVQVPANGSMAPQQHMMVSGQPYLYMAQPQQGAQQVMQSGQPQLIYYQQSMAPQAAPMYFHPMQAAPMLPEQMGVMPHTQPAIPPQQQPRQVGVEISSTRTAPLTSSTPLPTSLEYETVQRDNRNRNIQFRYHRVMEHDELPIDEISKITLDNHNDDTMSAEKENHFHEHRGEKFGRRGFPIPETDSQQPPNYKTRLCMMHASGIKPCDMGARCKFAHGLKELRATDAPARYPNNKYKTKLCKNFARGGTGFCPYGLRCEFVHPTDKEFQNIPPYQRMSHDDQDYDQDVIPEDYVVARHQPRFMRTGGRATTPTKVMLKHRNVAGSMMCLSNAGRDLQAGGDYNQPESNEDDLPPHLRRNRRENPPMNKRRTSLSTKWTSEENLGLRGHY
MCL1 BIM primary – MCL1-BIM-BH3 interaction inhibition (human); Q07820; GST-MCL1 / FITC-Bim-BH3 fluorescence polarization; inhibition, % at 10.9 µM; actives 0.68% (n = 320,000); AID 2057;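 active = inhibition above the mean inhibition of all tested compounds plus 3 SD, set per campaign, cut at about 40% in these data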;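 note: 0% = DMSO wells and 100% = unlabeled Bim-BH3 peptide control; higher means more loss of mP so more displacement of Bim peptide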
Target sequence (Q07820 whole entry, looked up): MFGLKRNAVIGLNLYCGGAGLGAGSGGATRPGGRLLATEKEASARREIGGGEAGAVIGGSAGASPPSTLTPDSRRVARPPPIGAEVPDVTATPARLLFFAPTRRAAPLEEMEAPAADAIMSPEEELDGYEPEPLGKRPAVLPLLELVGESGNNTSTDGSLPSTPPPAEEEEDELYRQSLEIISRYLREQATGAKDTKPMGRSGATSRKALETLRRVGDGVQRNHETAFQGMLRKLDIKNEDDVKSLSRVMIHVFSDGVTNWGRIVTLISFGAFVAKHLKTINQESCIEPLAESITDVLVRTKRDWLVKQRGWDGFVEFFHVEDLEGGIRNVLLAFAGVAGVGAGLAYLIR
PAD4 inh – blocks human protein arginine deiminase 4; inhibition, % at 6.36 µM; AID 485272; Q9UM07; recombinant PAD4, RCA probe fluorescence polarization; actives 0.41% (n = 330,000);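 active = percent inhibition above a cutoff equal to the mean of all tested compounds plus 3 SD, cut at about 15% in these data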;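 note: 0% = PAD4 with RCA probe and DMSO and 100% = probe without PAD4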
PME-1 primary – PME-1 (human) inhibition. Q9Y570. recombinant PME-1, FP-Rh probe fluorescence polarization. inhibition, % at 5.9 µM. actives 0.53% (n = 320,000). AID 2130;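 active = inhibition above the campaign mean of all compounds plus 3 SD, cut at about 26% in these data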;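 note: competitive labeling of PME-1 active site by serine hydrolase directed probe; 0% = PME-1 with DMSO and 100% = wells lacking PME-1 enzyme; inhibitors block probe labeling so polarization falls and inhibition rises; many of its hits are not listed in these tables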
Fam108B inh – blocks mouse Fam108B hydrolase in RBBP9 counter-screen. recombinant Fam108B, FP-Rh probe fluorescence polarization. inhibition, % at 9.51 µM. actives 0.33% (n = 300,000). AID 1947;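 active = inhibition above the screen mean inhibition plus 3 SD, computed separately per campaign, cut at about 18% in these data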;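 note: inhibitors lower polarization as less probe binds the enzyme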
GSTO1 counter – counter-screen for RBBP9 inhibitors: inhibitors of human GSTO1; actives 1.1% (n = 300,000); recombinant GSTO1, activity-based probe fluorescence polarization; inhibition, % at 5.96 µM; P78417;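 active = inhibition above the campaign mean inhibition plus 3 SD, cut at about 35% in these data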;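 note: 0% = GSTO1-1 with DMSO and 100% = wells lacking GSTO1-1 enzyme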
TPT1 inh – inhibitors of Candida albicans tRNA 2'-phosphotransferase TPT1 | recombinant caTPT1, FP RNA substrate dephosphorylation | inhibition, % at 5 µM | AID 1962 | actives 0.81% (n = 300,000);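 active = inhibition above the mean of all tested compounds plus 3 SD, set per screening campaign, cut at about 24% in these data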;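 note: plate controls were DMSO alone for no effect and ferristatin control at 100 nM for full effect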
GLD-1 TGE inh – GLD-1-TGE RNA interaction inhibition (C. elegans). Q17339. purified GLD-1 + fluorescein TGE RNA, fluorescence polarization. inhibition, % at 5.96 µM. actives 0.44% (n = 320,000). AID 2280;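 active = percent inhibition above a per-plate cutoff, the plate mean of test compounds plus 3 SD, cut at about 30% in these data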;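 note: 0% = DMSO wells with GLD-1 and probe and 100% = wells lacking GLD-1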
BCLXL inh – blocks human Bcl-xL binding to Bim BH3 peptide. Q07817. GST-Bcl-xL / FITC-Bim BH3 peptide fluorescence polarization. inhibition, % at 10.9 µM. actives 0.7% (n = 320,000);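 active = inhibition above the mean of all tested compounds plus 3 SD, cutoff set per campaign, cut at about 30% in these data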;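 note: 0% = DMSO wells and 100% = unlabeled Bim-BH3 peptide competitor; inhibitors lower millipolarization by displacing the labeled peptide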
Target sequence (Q07817 whole entry, looked up): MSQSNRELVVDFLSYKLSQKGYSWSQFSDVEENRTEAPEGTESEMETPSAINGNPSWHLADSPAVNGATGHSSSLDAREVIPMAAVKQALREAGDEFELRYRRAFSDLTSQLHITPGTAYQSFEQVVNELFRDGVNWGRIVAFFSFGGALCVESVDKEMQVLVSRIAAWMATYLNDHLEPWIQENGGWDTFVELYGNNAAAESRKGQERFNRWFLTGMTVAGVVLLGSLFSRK
Starred values were filed as active, the others as inactive; x = no result given. Not all compounds are listed; count on the stated rates, not on these rows.

Values run as follows: Fam108B inh	MCL1 BIM primary	PAD4 inh	PME-1 primary	MEX-5 binding	GSTO1 counter	BCLXL inh	TPT1 inh	GLD-1 TGE inh
Clc1nc(Oc2ccccc2)nc(-c2cn(-c3ccccc3)c3ccccc23)n1
    -1.6	5.4	-1.4	-3.0	-1.6	-0.2	2.1	2.3	2.3
c1ccc(Cn2c(-c3ccccc3)nc3nc4ccccc4nc32)cc1
    0.5	3.7	-0.3	-0.6	-1.7	-6.3	2.5	1.5	1.5
O=C(NCCCN1CCOCC1)c1cc(-c2cccc(Br)c2)nc2ccccc12
    -2.5	-3.4	-2.5	5.8	-0.3	-4.3	2.4	0.1	-1.1
O=C(N/N=C/c1ccc(OC2CSC2)cc1)c1ccccc1
    -1.9	3.6	0.5	-4.2	0.7	1.7	6.2	-2.3	-2.0
COc1ccc(-c2ccnc(SCC(=O)c3ccc(Cl)cc3)n2)cc1
    -7.5	-1.1	-6.0	-5.8	-2.6	-4.0	-1.3	1.7	4.1
Cc1csc(/C(=N/OC(=O)c2ccco2)C(N)=O)n1
    0.1	0.2	2.0	-13.2	-3.3	-1.0	-7.8	-1.1	0.3
COc1ccc(OCC(=O)OCC(=O)NC2CCCCC2C)cc1 (stereo not drawn)
    x	-6.5	0.8	0.7	x	x	-3.1	x	1.0
Cc1cc(N2C(=O)C(O)=C(C(=O)c3cccs3)C2c2cccc(Br)c2)no1 (stereo not drawn)
    -1.4	-3.9	-1.2	1.7	-1.8	-16.6	-4.7	-3.6	0.0
COc1ccc(N2CC(O)(c3ccc(OC(F)F)cc3)[N+]3=C2CCCC3)cc1 (stereo not drawn)
    4.3	2.6	1.8	-6.0	-1.3	-3.8	1.2	-2.5	-7.4
O=C(NC(CO)(CO)CO)[C@@H]1CCCN1S(=O)(=O)c1cccc2cccnc12
    2.6	-7.6	1.2	4.0	x	6.0	0.1	-3.8	9.1
CCc1ccccc1NC(=S)NC1CC2CCC(C1)N2Cc1ccco1 (stereo not drawn)
    2.1	10.2	-2.0	3.3	-2.2	2.0	5.6	4.8	-4.5
CCOC(=O)CNC(=O)CSc1nnc(CCc2nc3ccccc3[nH]2)n1C
    -0.5	11.6	1.4	-1.3	1.8	2.3	6.1	-3.4	-2.4
CC(C)CC(c1nnnn1C1CCCC1)N1CCN(c2ccccc2F)CC1 (stereo not drawn)
    9.0	-3.3	3.7	-2.4	1.2	-0.1	5.5	-1.4	0.6
CCN(CC)CCCNC(=O)c1sc2nc(-c3ccc(F)cc3)cn2c1C
    -2.1	4.3	-3.1	-5.8	1.7	4.4	2.5	-0.3	-7.2
Cc1ccnc(SCCn2c(Br)nc3c2c(=O)[nH]c(=O)n3C)n1
    0.4	4.7	1.1	-1.6	-1.2	7.8	3.8	0.4	5.5
CC(=NCc1ccc2c(c1)OCO2)C1=C(O)c2ccccc2C1=O
    1.0	10.3	-5.7	1.5	3.6	4.6	9.0	-6.2	-1.9
O=C(Nc1ccc2nn(-c3ccccc3)nc2c1)c1cccnc1
    -12.6	8.4	-2.0	-17.0	-0.8	-6.5	4.8	-0.7	7.4
CCCCc1cc(=O)oc2cc(OCC(=O)NC(Cc3c[nH]c4ccc(O)cc34)C(=O)O)ccc12 (stereo not drawn)
    3.0	-3.4	1.5	2.1	-0.2	1.7	-1.9	0.6	0.0
CC(/C=C/c1ccccc1F)=N\NC(=O)c1ccccc1
    -0.2	-2.9	-1.7	-1.6	-1.9	1.5	-4.6	-2.1	-0.2
Cc1ccc(S(=O)(=O)N2CCOCC2)cc1C(=O)N1c2ccccc2Sc2ccccc21
    -2.0	-6.5	-3.7	-6.5	3.0	4.9	3.9	-1.1	4.7
COc1cccc(C2=CC(=O)C[C@H](c3ccc4c(c3)OCO4)C2)c1
    x	6.1	-1.3	12.2	x	x	8.2	x	-0.1
O=C(Nc1sc2c(c1C(=O)NCC(O)CO)CCCC2)c1ccccc1 (stereo not drawn)
    -1.1	8.8	-8.0	9.0	2.8	1.8	5.2	3.6	3.6
O=C1c2ccccc2C(=O)N1CC(O)CNc1ccc(Br)cc1 (stereo not drawn)
    -1.5	0.2	-2.2	-5.0	x	3.3	3.0	-0.6	1.8
CCC(C)(C)NC(=O)C1CCCN(S(=O)(=O)c2ccc3c(c2)CC(C)N3C(=O)C2CC2)C1 (stereo not drawn)
    1.9	-4.0	-2.7	6.5	1.8	-3.7	-1.2	-0.3	0.1
COC(=O)c1nn(-c2ccc(OC)cc2)c(=O)c2c(N)sc(C)c12
    -1.0	2.9	-0.2	-10.6	1.0	-0.2	4.6	4.0	2.5
CC(C)(C)C1CCc2c(C(=O)NNC(=O)CCCC(=O)O)csc2C1 (stereo not drawn)
    -0.7	5.2	-1.7	0.1	-0.1	8.8	5.9	0.6	-0.8
COc1ccc(/C=N/NC(=O)c2cc(-c3ccccc3)nc3ccccc23)c(C(=O)O)c1OC
    -2.2	-2.2	-4.0	-21.5	-1.3	6.9	-7.9	-0.8	-8.3
COc1ccc(CC(=O)NC(=S)Nc2cccc(CO)c2)cc1
    -0.2	7.2	1.4	1.4	-2.0	-2.5	1.9	-1.0	-1.1
O=C(CCc1nc(-c2ccccc2F)no1)NCCN1CCc2ccccc2C1
    1.5	8.6	1.7	-1.4	1.4	-1.7	4.0	4.7	6.7
NC(=O)CC[C@@H]1NC(=O)[C@H](CO)NC(=O)c2cc([N+](=O)[O-])cc(I)c2NCCCC[C@@H](C(N)=O)NC(=O)[C@H](Cc2ccc(O)cc2)NC1=O
    -3.9	-1.2	-2.4	2.0	-1.9	3.9	4.5	2.2	1.2
O=C(CN1C(=O)COc2ccccc21)Nc1ccccc1F
    1.6	6.2	2.8	-2.6	0.2	2.8	6.9	-2.9	6.5
Cc1cc(NC(=O)CSc2nc3ccccc3c(=O)n2Cc2ccccc2)no1
    -2.0	-2.6	-5.8	0.1	0.4	3.6	1.6	-2.6	-1.2
COc1ccc(NC(=O)Cc2nnc(SCC(=O)NC3CCCCC3)n2C)cc1
    1.3	-2.0	-4.1	3.5	0.5	5.1	5.5	-0.1	3.5
CCNc1nc(OCCNS(=O)(=O)c2cc(C)ccc2C)nc(N(C)C)n1
    0.2	2.8	2.5	2.2	1.0	-0.1	2.6	-2.7	2.5
CCOC(=O)N1CCN(C(=S)NC(C)(C)C)CC1
    2.7	0.7	-3.2	-0.2	2.3	1.1	2.9	-3.7	-2.8
CC1(NC(=S)Nc2ccc3ccccc3c2)CCS(=O)(=O)C1 (stereo not drawn)
    4.1	8.5	0.7	1.4	-0.3	3.2	3.4	-3.0	9.4
C=CCOc1ccc(/C=N\NC(N)=S)cc1
    -1.0	-2.4	3.2	-0.1	-0.1	-1.1	0.9	0.2	1.8
Cc1ccc(-c2noc(-c3ccccc3C(=O)N3CCN(C)CC3)n2)cc1
    2.8	4.1	-5.1	4.9	0.6	5.0	6.6	0.6	0.7
CCc1ccc2c(CN3CCOCC3)cc(=O)oc2c1
    6.8	2.9	0.2	6.6	0.1	8.1	4.5	-0.9	0.6
O=c1c2ccccc2ncn1CCCOc1ccccc1[N+](=O)[O-]
    1.6	1.6	-3.3	-7.1	-0.7	-11.9	3.0	-1.5	2.0
CCCCOc1ccc(C(=O)Nc2ccc(S(=O)(=O)Nc3onc(C)c3C)cc2)cc1
    1.2	-1.6	-6.4	4.5	0.6	4.7	0.3	-2.0	6.2
CCOC(=O)c1ccc(NC(=O)c2cccc(S(=O)(=O)N3CCOCC3)c2)cc1
    -7.8	-6.5	-9.2	-13.2	1.0	3.8	-2.1	4.0	2.7
Cc1ccc(S(=O)(=O)NC2CC2)s1
    1.2	9.1	1.8	2.1	-4.3	10.6	3.3	0.9	5.1
O=C(CSc1ccc2nnc(-c3cccnc3)n2n1)c1ccccc1
    -0.3	-4.5	0.7	-2.5	-0.1	0.6	0.7	-1.4	4.1
O=C(OCC(=O)N1CCN(c2ccccc2)CC1)c1cccs1
    -0.1	2.8	-0.4	-6.0	0.2	-1.5	3.2	1.1	5.4
CCOC(=O)[C@@H]1[C@H]2COc3ccc(Br)cc3[C@@H]2N2C(=O)N(c3ccc(OC)cc3)C(=O)[C@]12C
    3.0	2.4	0.6	-0.6	1.6	-0.8	0.2	0.2	-3.4
CC1(C)CC(CC(=O)Nc2ccccn2)C(=O)O1 (stereo not drawn)
    -0.2	4.9	3.2	-0.4	1.5	6.2	2.2	0.4	0.5
CSc1nc2c(c(=O)[nH]c(=O)n2C)n1Cc1ccc(Cl)cc1
    1.7	8.1	-3.0	-0.4	2.2	-2.2	4.0	-1.4	-2.7
O=C(CSc1nc(-c2ccco2)cc(C(F)(F)F)n1)Nc1ccccc1C(F)(F)F
    -2.5	1.6	0.2	1.0	2.0	-1.7	2.2	2.2	2.3
O=C(CSc1cccc[n+]1[O-])Nc1ccc2c(c1)OCO2
    2.7	-0.9	-2.1	-2.0	-1.3	14.8	-2.4	2.8	-2.1
O=C(Nc1ncccn1)c1cccs1
    -3.9	-0.8	0.2	-3.3	0.1	8.4	-0.1	-5.0	7.5
C/C(CCc1ccccc1)=N\NC(=O)c1ccc(CN2CCOCC2)cc1
    0.2	1.9	-2.8	-1.9	-1.0	2.0	2.4	0.1	-1.7
Cc1cc(C)cc(N(CC(=O)NCc2ccco2)C(=O)c2snc(C(N)=O)c2N)c1
    4.1	-2.1	-5.5	-2.8	-0.2	1.7	4.0	3.0	9.5
COc1c(Cl)cc(-c2noc(C)c2C(=O)NCCc2ccc(C)cc2)cc1Cl
    -9.4	0.0	3.8	-0.9	0.3	-0.7	1.3	-4.7	3.5
CCOc1ccc2c(c1)c1nnc(SCC3CCCO3)nc1n2C (stereo not drawn)
    -3.2	-2.1	-0.2	2.5	-1.3	-14.4	2.7	2.0	-5.1
Cc1ccccc1NS(=O)(=O)c1cc2c(cc1C)NC(=O)CO2
    -7.6	0.7	-0.9	-0.8	-0.4	3.4	17.9	0.8	2.6
COCCNC(=S)N(CCO)Cc1cc2cc3c(cc2[nH]c1=O)OCO3
    -0.4	-0.6	-1.7	-0.6	-0.5	2.7	1.8	-3.8	-6.9
S=C(c1ccc(-c2ccccc2)cc1)N1CCOCC1
    -3.2	2.9	-3.1	-4.0	1.2	3.2	7.2	0.9	0.4
Cc1ccc(S(=O)(=O)N2CCC(C(=O)NN3CCCCC3)CC2)cc1
    x	1.2	3.5	-3.3	x	x	2.8	x	2.0
Cn1cccc1Cc1nnc(SCC(=O)NCc2ccccc2Cl)n1-c1ccc(F)cc1
    1.9	1.9	-1.5	6.5	-3.5	8.3	1.4	-5.0	10.2
CSc1cccc(NC(C)C(=O)NCc2ccccc2)c1 (stereo not drawn)
    0.6	3.7	3.6	-0.6	-1.7	9.2	6.3	-2.7	7.0

Whole records as entered above:
O=C(CSc1cccc[n+]1[O-])Nc1ccc2c(c1)OCO2 as listed: Fam108B inh: 2.7; MCL1 BIM primary: -0.9; PAD4 inh: -2.1; PME-1 primary: -2.0; MEX-5 binding: -1.3; GSTO1 counter: 14.8; BCLXL inh: -2.4; TPT1 inh: 2.8; GLD-1 TGE inh: -2.1
O=C(Nc1ncccn1)c1cccs1 as listed: Fam108B inh: -3.9; MCL1 BIM primary: -0.8; PAD4 inh: 0.2; PME-1 primary: -3.3; MEX-5 binding: 0.1; GSTO1 counter: 8.4; BCLXL inh: -0.1; TPT1 inh: -5.0; GLD-1 TGE inh: 7.5
